# High-throughput results: PubChem BioAssay, Sanford-Burnham Center for Chemical Genomics
# Jurkat NFkB inh: lowers PMA/ionomycin-induced NF-kB signal in Jurkat cells | inhibition, % at 4 µM | PMA/ionomycin-induced NF-kB luciferase reporter, luminescence | AID 435003 | 0.53% of 330,000 active; in the data active means inhibition above about 50%
# CCR6 antagonist: antagonists of human CCR6 receptor; P51684; CHO-K1 CCR6 PathHunter beta-arrestin, luminescence, CCL20-stimulated; inhibition, % at 20 µM; 0.49% of 340,000 active; AID 493098;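 active means compounds whose inhibition of the agonist-driven luminescence signal at 20 µM reaches about 50%, limit read from the data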;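 further: cells stimulated with CCL20 at 14 nM final; plate controls were DMSO with CCL20 for no effect and DMSO without agonist for full effect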
# Target sequence (P51684 whole entry, looked up): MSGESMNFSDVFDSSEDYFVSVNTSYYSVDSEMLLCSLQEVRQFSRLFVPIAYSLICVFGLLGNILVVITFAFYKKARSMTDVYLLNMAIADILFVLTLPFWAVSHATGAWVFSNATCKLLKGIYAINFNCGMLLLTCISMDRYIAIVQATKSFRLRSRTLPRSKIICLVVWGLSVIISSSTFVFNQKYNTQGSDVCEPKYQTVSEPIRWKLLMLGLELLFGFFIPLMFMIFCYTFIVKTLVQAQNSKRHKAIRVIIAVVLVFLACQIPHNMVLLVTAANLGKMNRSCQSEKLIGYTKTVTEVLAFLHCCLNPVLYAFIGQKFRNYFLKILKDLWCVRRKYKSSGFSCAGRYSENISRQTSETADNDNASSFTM
# UBC13 polyUb: human UBC13 polyubiquitination inhibition | UBC13 polyubiquitin chain formation, TR-FRET | AID 485273 | inhibition, % at 20 µM | 0.47% of 330,000 active; in the data active means inhibition above about 45%, passing the limit was not always enough
# EBI2 antag: antagonists of human EBI2 receptor; AID 651636; inhibition, % at 5 µM; EBI2 beta-arrestin recruitment, luminescence, 7a,25-OHC stimulated; 0.81% of 360,000 active; P32249; in the data active means inhibition above about 38%;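 further: enzyme fragment complementation signal reports receptor beta-arrestin coupling in cells; 0% = agonist plus DMSO wells and 100% = wells without agonist; some results beyond the cut were filed as inactive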
# Target sequence (P32249 whole entry, looked up, the tested form may be a part): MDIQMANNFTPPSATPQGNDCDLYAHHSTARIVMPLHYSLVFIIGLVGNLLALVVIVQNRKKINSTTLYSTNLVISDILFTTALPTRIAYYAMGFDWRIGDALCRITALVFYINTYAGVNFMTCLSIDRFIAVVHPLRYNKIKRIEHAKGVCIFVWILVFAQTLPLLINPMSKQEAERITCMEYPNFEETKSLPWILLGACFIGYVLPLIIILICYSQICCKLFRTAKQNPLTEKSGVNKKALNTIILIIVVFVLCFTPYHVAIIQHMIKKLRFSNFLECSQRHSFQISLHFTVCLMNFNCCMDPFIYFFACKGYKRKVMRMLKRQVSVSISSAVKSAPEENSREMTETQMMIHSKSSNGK
# 697 NFkB inh: lowers PMA/ionomycin-induced NF-kB signal in 697 B cells; 697 B-cell NF-kB luciferase reporter, 16 h; inhibition, % at 4 µM; 0.33% of 330,000 active; in the data active means inhibition above about 35%
# CXCR6 inh: inhibitors of human CXCR6 receptor. O00574. inhibition, % at 20 µM. AID 602244. CHO-K1 PathHunter CXCR6 beta-arrestin, luminescence. 0.36% of 360,000 active; in the data active means inhibition above about 34%, passing the limit was not always enough;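 further: antagonist mode with CXCL16 agonist at 10 nM final; 0% = 10 nM CXCL16 with DMSO and 100% = unstimulated wells without agonist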
# Gli-Sufu antag: blocks Gli-Sufu signaling in a luciferase reporter | Sufu-KO-LIGHT fibroblasts, Gli luciferase reporter luminescence | inhibition, % at 5 µM | 0.74% of 340,000 active;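 active means inhibition above about 55%, limit read from the data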;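 further: 0% = DMSO-treated cells and 100% = wells with medium but no cells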
# APJ antagonist: blocks the human apelin receptor APJ; AID 2521; 0.32% of 330,000 active; inhibition, % at 20 µM; CHO-K1 APJ beta-arrestin complementation, luminescence; P35414;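 active means inhibition above about 40% at 20 µM, limit read from the data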;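 further: cells challenged with 10 nM apelin-13 agonist together with compound; plate controls were apelin-13 plus DMSO wells for no effect and DMSO wells lacking apelin-13 for full effect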
# Target sequence (P35414 whole entry, looked up): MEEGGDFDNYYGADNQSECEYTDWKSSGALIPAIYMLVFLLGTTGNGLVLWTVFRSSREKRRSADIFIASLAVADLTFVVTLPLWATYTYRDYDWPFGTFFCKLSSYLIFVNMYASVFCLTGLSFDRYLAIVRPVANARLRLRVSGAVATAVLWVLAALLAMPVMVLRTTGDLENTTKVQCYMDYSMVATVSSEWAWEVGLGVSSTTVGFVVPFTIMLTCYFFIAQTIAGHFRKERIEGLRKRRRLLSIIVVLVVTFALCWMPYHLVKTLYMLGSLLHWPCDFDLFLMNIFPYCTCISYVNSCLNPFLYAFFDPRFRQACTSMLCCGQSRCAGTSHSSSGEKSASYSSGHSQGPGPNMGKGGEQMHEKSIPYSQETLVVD
# The depositor's hits bear a star; / = no result given.
SMILES,Jurkat NFkB inh,CCR6 antagonist,UBC13 polyUb,EBI2 antag,697 NFkB inh,CXCR6 inh,Gli-Sufu antag,APJ antagonist
CN1CCc2c(sc3nc(NCCO)n(-c4cccc(Cl)c4)c(=O)c23)C1,27.2,7.2,9.3,-9.2,-1.8,-8.9,5.9,6.6
COc1cc(C(=O)OCC(=O)Nc2cc(C)on2)ccc1OCc1ccccc1Cl,4.1,9.4,-13.6,6.9,-34.5,0.5,-14.3,6.2
O=C(COC(=O)/C=C/c1ccc(Br)o1)Nc1ccccc1F,1.9,/,6.4,/,17.3,/,/,6.3
COc1ccccc1N(CC(=O)NCc1ccccc1)S(C)(=O)=O,7.2,7.0,2.0,3.8,10.7,-2.9,4.1,5.4
CN(C)CCCN(C(=O)c1ccc(C(=O)c2ccccc2)cc1)c1nc2c(F)cccc2s1,2.1,27.9,23.9,10.3,-28.8,5.4,41.4,12.8
Cn1c2ccccc2c(=O)c2ccc(NCCc3cccs3)cc21,3.2,7.5,45.4*,-5.8,-181.0,-8.6,-73.3,10.2
CCOc1ccccc1CNCCN1CCOCC1,5.1,-0.7,7.6,-15.7,19.6,-1.3,3.2,-14.4
CC1CCCCN1CCNC(=O)c1cc2c(-c3ccccc3F)nn(C)c2s1 (stereo not drawn),-25.4,1.1,10.1,-11.4,-6.2,6.5,3.3,3.6
CC(C)Oc1ccc(C2NC(=O)c3ccccc3O2)cc1 (stereo not drawn),2.1,6.7,8.0,-3.6,-8.1,4.3,15.7,11.1
O=C(Nc1ccccn1)c1cc2ccccc2cc1O,-85.2,-26.4,1.6,-5.2,1.4,-24.5,-43.0,-50.3

# Four entries from above in a different format:
structure	Jurkat NFkB inh	CCR6 antagonist	UBC13 polyUb	EBI2 antag	697 NFkB inh	CXCR6 inh	Gli-Sufu antag	APJ antagonist
CC1CCCCN1CCNC(=O)c1cc2c(-c3ccccc3F)nn(C)c2s1 (stereo not drawn)	-25.4	1.1	10.1	-11.4	-6.2	6.5	3.3	3.6
COc1ccccc1N(CC(=O)NCc1ccccc1)S(C)(=O)=O	7.2	7.0	2.0	3.8	10.7	-2.9	4.1	5.4
CN1CCc2c(sc3nc(NCCO)n(-c4cccc(Cl)c4)c(=O)c23)C1	27.2	7.2	9.3	-9.2	-1.8	-8.9	5.9	6.6
CN(C)CCCN(C(=O)c1ccc(C(=O)c2ccccc2)cc1)c1nc2c(F)cccc2s1	2.1	27.9	23.9	10.3	-28.8	5.4	41.4	12.8

# Next compounds.
SMILES,Jurkat NFkB inh,CCR6 antagonist,UBC13 polyUb,EBI2 antag,697 NFkB inh,CXCR6 inh,Gli-Sufu antag,APJ antagonist
CCCCOC(=O)NC1CCS(=O)(=O)C1 (stereo not drawn),3.5,3.8,1.0,-10.0,1.7,0.5,2.1,15.5
CCCC1c2ccsc2CCN1C(=S)NC (stereo not drawn),8.9,-0.7,0.8,9.6,-7.4,7.5,0.6,-6.5
CC(C)CCNC(=O)C1CCC(=O)N1C(C)C (stereo not drawn),-6.4,-22.3,1.5,-8.4,17.7,0.8,0.2,-4.4
O=C(Nc1cccc(-c2nn[nH]n2)c1)c1ccc(Cl)s1,12.7,-1.0,-7.4,0.8,6.1,-2.6,0.9,9.1
Cc1ccc(S(=O)(=O)N2c3ccccc3NC(=O)CC2C)cc1 (stereo not drawn),-3.7,1.3,-17.7,-3.9,-12.4,-0.1,8.6,11.2
CC(C)COc1ccc(C(=O)Nc2sc3c(c2C(=O)O)CC(C)(C)OC3)cc1,-1.2,-15.6,-4.3,-5.8,-1.7,-3.6,-4.0,-28.5
CCOc1cc(C(=O)NC(C)c2ccncc2)cc(OCC)c1OCC (stereo not drawn),8.0,11.7,-13.3,-3.9,1.4,-0.2,5.8,-14.3
COc1ccccc1C(=O)COC(=O)CNS(=O)(=O)c1ccc(NC(C)=O)cc1,-7.3,6.7,-10.4,-0.6,-7.3,5.4,-3.2,0.3
CC(Oc1ccc(Cl)cc1Cl)C(=O)N(Cc1ccco1)C1CCS(=O)(=O)C1 (stereo not drawn),-20.0,9.5,-8.0,-9.8,-12.0,0.5,5.0,25.5
Cc1cc(C)c(-c2c(O)c3cccc4c3n(c2=O)CCC4)c(C)c1,-13.1,4.2,1.4,-4.6,-5.2,-0.5,-1.9,6.4
O=C(CNC(=S)NC(=O)c1cccs1)c1ccccc1,-33.5,9.8,-4.5,8.5,-53.0,4.0,-46.2,3.8
CCOc1ccccc1NC(=S)N1CCC(NC(=O)NC23CC4CC(CC(C4)C2)C3)CC1,7.7,6.4,6.3,1.7,9.0,6.5,1.6,-0.2
CCCCCN(C(=O)COC(=O)CSc1ccc([N+](=O)[O-])cc1)c1c(N)n(CCCC)c(=O)[nH]c1=O,11.3,-12.9,-3.6,5.3,0.7,-8.5,-7.2,3.6
COc1ccc(S(=O)(=O)N2CCOCC2)cc1NC(=O)[C@@H]1CCCN1C(=O)c1cccs1,18.0,96.1*,0.9,-6.7,18.6,0.6,10.2,2.0
CC(/C=N/NC(=O)CSc1nc(C)cc(C)n1)=C\c1ccccc1,22.6,-2.0,-1.6,1.0,-3.1,-3.3,5.5,-5.2
CN1CCN(C2=NC3(CCCC3)C(C#N)C(=O)N2)CC1 (stereo not drawn),-7.6,-1.5,5.7,0.5,14.0,-3.9,-5.7,-2.6
CC(C)CNC(=O)NC(=O)COC(=O)Cn1cnc2ccccc2c1=O,0.3,6.5,-6.4,-5.9,3.6,5.7,-2.1,14.7
COc1ccc2c(c1)cc(C(=O)N[C@@H](Cc1ccccc1)C(=O)O)n2C,1.8,-0.9,3.2,-1.4,-1.6,-2.7,13.9,-1.5
C/C=C/Cn1c(Br)nc2c1c(=O)n(C)c(=O)n2C,0.5,5.7,3.2,-4.9,7.0,-1.7,-1.1,11.0
COc1ccc(OC)c(S(=O)(=O)N(C)CC(=O)O)c1,-0.4,19.6,-8.0,2.7,-15.4,1.7,5.4,-1.6
O=C(N/C(=C/C=C/c1ccccc1)C(=O)N1CCCCC1)c1ccc([N+](=O)[O-])cc1,-7.2,4.3,0.4,4.2,-13.3,-1.7,4.2,-17.3
CN(C)c1nc(OCCOC(=O)Nc2ccc(Cl)cc2Cl)nc(N(C)C)n1,-0.9,-4.9,-7.3,4.7,12.4,-9.9,3.3,-1.2
Cc1cccc(NC(=O)N2CCc3ccccc3C2)c1C,-10.5,27.7,5.1,2.7,-2.6,0.5,-47.1,9.9
FC(F)(F)c1ccc2c(c1)n(Cc1ccccc1)c1[n+]2CCCCC1,-15.4,23.1,-10.5,-3.2,12.4,2.4,9.2,-7.2
CCCc1[nH]nc2c1C(c1ccc(OC(=O)N3CCOCC3)c(OC)c1)C(C#N)=C(N)O2 (stereo not drawn),-1.7,-2.9,-0.2,-11.9,16.2,-2.1,9.2,-3.4
CCN(CC)S(=O)(=O)c1ccc(C)c(NC(=O)CN2CCN(Cc3ccccc3)CC2)c1,-0.6,-5.5,8.5,-4.9,12.0,-4.2,2.5,6.1
COc1ccc(Nc2nc(-c3ccccc3)c(C(=O)Nc3cccnc3)s2)cc1,-19.1,10.8,-3.2,13.1,-14.1,-3.9,0.6,-7.5
CC(O)CNCCCCOc1ccc(OCc2ccccc2)cc1 (stereo not drawn),-52.8,1.8,-5.1,-9.7,-43.5,0.5,0.4,6.4
C=CCOc1ccc2ccccc2c1CNn1c(C)n[nH]c1=S,9.0,2.2,7.9,-1.3,5.6,6.4,/,23.3
O=C(Nc1ccccc1N1CCN(c2ccc(F)cc2)CC1)C1CCCCC1,/,16.1,/,-2.1,/,9.3,9.0,/
Cc1nc(C(=O)NC2CCCCC2)sc1C1(C)CC(c2cccnc2)=NO1 (stereo not drawn),22.7,/,-6.5,/,6.1,/,/,4.5
O=C(COc1ccc2ccccc2c1)Nc1ccncc1,11.9,-11.6,-12.3,0.0,-21.0,-12.3,4.2,0.3
COc1ccccc1CNC(=O)c1cc(-c2ccccc2)nn1Cc1cc(C)no1,25.3,18.8,5.0,7.6,7.8,3.3,0.7,-0.2
CSc1ncc(C(=O)O)n1-c1ccc(F)cc1,-10.3,-5.1,-3.5,-8.2,3.4,-2.7,-0.7,-21.4
O=C(CN1C(=O)/C(=C\c2ccc(F)cc2)Oc2ccccc21)NCc1ccco1,9.2,1.1,10.3,-8.4,0.7,-8.3,12.3,3.1
CCCn1c(=O)c2ccccc2n2c(=S)[nH]nc12,7.4,-1.7,-3.5,-2.3,-11.0,1.5,11.2,-0.3
Fc1ccc(CNCc2ccco2)cc1,-8.2,4.3,1.8,-2.4,-8.3,-6.8,10.1,10.9
COc1cc(OC)c(-c2nnc3n(CCc4ccccc4)c(=O)c4ccccc4n23)cc1OC,-2.5,/,2.8,/,21.0,/,/,-8.1
CCCCCCSC1=C(C#N)C(c2ccccc2)CC(=O)N1 (stereo not drawn),0.4,10.3,1.7,7.3,25.9,4.8,3.7,15.5
Cc1ccc(-n2cc(CN3CCC(CO)(Cc4cccc(C(F)(F)F)c4)CC3)cn2)cc1,-1.3,33.8,10.7,2.2,-25.3,-4.8,29.6,-20.8
COc1ccc2c(c1)CCCC21NC(=O)N(CC(=O)N2CC(C)OC(C)C2)C1=O (stereo not drawn),-3.7,6.7,1.9,-12.7,2.5,8.4,5.4,-1.0
CCO[C@H]1c2c(ccc3ccc(=O)oc23)OC(C)(C)[C@@H]1O,-13.4,8.1,-7.6,-2.8,-4.5,-6.2,-10.0,2.4
O=C(CN1C(=O)NC2(CCCc3ccccc32)C1=O)N1CCN(C(=O)c2ccco2)CC1 (stereo not drawn),8.6,-4.3,6.5,5.1,14.5,4.1,20.2,-9.4
C#CCOc1c(Br)cc(/C=C2/C(=O)ON=C2C)cc1OCC,-9.8,-3.7,-9.8,-1.9,-5.1,-1.7,-0.4,1.2
CCCC[C@H]1C2=C3[C@@H](CC(C(=O)OC)=C[C@@H](C(=O)OC)[C@H]3C(C)(C)C2=O)n2c(=O)n(-c3ccccc3)c(=O)n21,20.2,5.4,-8.3,5.9,27.1,7.1,-3.0,11.6
O=C(OCC(=O)N1CCCC1)c1c2c(nc3ccccc13)CCCCC2,-0.8,0.6,1.4,-5.6,-5.2,-0.4,9.4,-5.5
COc1cc(CNc2ccc(N3CCOCC3)cc2)ccc1OCC(=O)NC(C)(C)C,3.0,-3.5,-0.3,-2.8,-3.8,-8.6,6.1,-14.8
Clc1ccc(COn2c(-c3ccc(Cl)cc3)nc3ccccc32)cc1,3.3,12.8,2.0,11.8,-15.9,4.7,-8.8,3.0
COc1cccc(NC(=O)c2ccccc2SC)c1,-1.6,3.3,-5.9,4.1,11.5,-7.6,-1.3,17.2
O=C(NNC1=NC2(CCCC2)Cc2ccccc21)c1ccncc1,19.7,5.7,4.7,-3.9,0.0,10.0,-3.8,6.3
# Further structures.
SMILES,Jurkat NFkB inh,CCR6 antagonist,UBC13 polyUb,EBI2 antag,697 NFkB inh,CXCR6 inh,Gli-Sufu antag,APJ antagonist
C=C(C)CSC1=C(C#N)C(c2ccccc2Cl)CC(=O)N1 (stereo not drawn),17.0,8.7,9.3,14.6,4.0,-3.9,-12.1,2.5
CCCn1nnc(NC(=O)c2cc3ccccc3o2)n1,-67.8,12.1,-6.0,-9.7,-30.9,-8.2,-56.7,3.1
Nc1c2c(nc3c1CCCC3)CCCC2 (tested in a mixture with another compound),-12.9,3.1,0.7,-6.2,-8.2,-0.4,-1.4,5.2
CC(C)n1nc(C(=O)OCC(=O)N2CC(=O)Nc3ccccc32)c2ccccc2c1=O,2.8,-28.5,2.0,-12.2,16.9,7.3,-4.6,6.3
CCCCCCn1c(N2CCCC2)nc2c1c(=O)[nH]c(=O)n2C,0.4,14.6,3.4,-5.2,-8.0,0.2,-1.3,2.8
O=C(NCc1cccs1)c1nc2ncccn2n1,10.1,16.2,5.9,-0.2,15.9,0.1,7.6,15.4
C[C@H](NC(=O)c1nc[nH]c1C(=O)NCc1ccccc1)c1ccccc1,4.7,13.8,-0.5,-15.4,19.0,11.7,-15.8,6.9
CC(C)OC(=O)c1ccc(NC(=O)c2cncc(Br)c2)cc1,-36.9,2.1,-11.6,-2.0,-21.7,-14.9,-7.8,-14.5
NC(=O)C1CCN(C(=O)CN2CCCc3ccccc32)CC1,-8.2,-9.9,2.7,2.5,18.0,0.1,-2.1,9.0
CCOc1cc(/C=N\NC(=O)c2ccc(NC(=O)C(C)(C)C)cc2)ccc1OC(=O)c1ccc(C)cc1,-21.4,-8.3,-16.5,11.9,-4.9,11.3,-2.4,-10.9

# Rows were taken by chance. Share with any hit: about 3%.
